Screens (PubChem BioAssay)
HP1b chromo inh: inhibitors of HP1-beta chromodomain binding to methylated histone tails; AlphaScreen HP1-beta / biotin-H3K9me3 peptide binding; Potency, µM (titrated, usually from 114 µM), without a hit: at the highest dose activity change, negative = inhibition, actives largely listed as inhibitors; 390,000 tested, 0.56% active; AID 540317; further: potency means the concentration at half of the fitted maximal effect; nearly all actives have a fitted effect of over 70% in size; inactives centre near 23
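Compound inhibition of the preformed complex between 50 nM HP1-beta and 50 nM biotinylated H3K9me3 peptide was read by AlphaScreen. Buffer was PBS pH 7.4 with 0.01% Tween-20. Incubations ran 30 min at room temperature, with 10 ug/mL donor/acceptor beads.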
PGK inhibitor: T. brucei PGK inhibition; Potency, µM (titrated, usually from 57.5 µM), inactives show top-dose activity change, negative = inhibition, actives largely listed as inhibitors; P07378; AID 602233; 380,000 tested, 0.043% active; PGK/GAPDH coupled, Kinase-Glo luminescence, 60 min; further: potency means the concentration at half of the fitted maximal effect; on the % scale 0 is the no-effect control and ±100 the full control effect; nearly all actives have a fitted effect of over 60% in size
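Luminescent ATP detection (Kinase-Glo Plus) follows a 60-minute room-temperature incubation, with wells lacking PGK as controls. Buffer: 100 mM TEA (pH 7.6), 5 mM MgCl2, 0.01% Tween-20. Coupling enzyme GAPDH (100 nM final) supplies unstable 1,3-BPG in-well.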
G9a block: G9a (human) methyltransferase inhibition | Potency, µM (series often up to 102 µM), for the others: at the top dose activity, negative = inhibition, most hits filed as inhibitors | 350,000 tested, 8.8% active | G9a H3K9 monomethylation, AlphaScreen, 2 h | Q96KQ7; further: potency means the concentration at half of the fitted maximal effect; on the % scale 0 is the no-effect control and ±100 the full control effect; nearly all actives have a fitted effect of over 75% in size
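AlphaScreen read-out: biotin-H3K9 peptide (500 nM) methylation by 20 nM enzyme with 20 uM SAM, 2 h at room temperature after 15 min compound preincubation; anti-monomethyl H3K9 antibody plus donor/acceptor beads, 10 min dark.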
JMJD2A Tudor inh: JMJD2A Tudor domain (human) inhibition; O75164; Potency, µM (titrated, usually from 114 µM), for the others: at the highest dose activity change, negative = inhibition, usual class: inhibitors; AlphaScreen JMJD2A-Tudor / H3K4me3 peptide binding; 390,000 tested, 4.4% active; further: potency means the concentration at half of the fitted maximal effect; on the % scale 0 is the no-effect control and ±100 the full control effect; nearly all actives have a fitted effect of over 50% in size
GLS inhibitor: inhibitors of human glutaminase (GLS); GLS enzymatic activity, qHTS titration; 410,000 tested, 0.21% active; O94925; Potency, µM (top dose mostly 45.5 µM), for the others: top-dose activity change, negative = inhibition, most hits filed as inhibitors; further: potency means the concentration at half of the fitted maximal effect; on the % scale 0 is the no-effect control and ±100 the full control effect
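Human kidney-isoform GLS in 45 mM KH2PO4 pH 8.2, 0.02% Tween-20, with compound, started with 1mM L-Glutamine (added stock). Glutamate oxidase/HRP/Amplex red coupled fluorescence read at start and after 30 min at RT.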
PI4K2A block: PI4K2A (human) kinase inhibition; purified PI4K2A, ADP-Glo luminescence, 1 h; hits give low values; activity change, negative = inhibition, % at 76.9 µM; 420,000 tested, 0.13% active; AID 1346378; in the data active means activity change below about -50%; inconclusive means mostly about -30% to -49%;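 further: -100% = wells without enzyme as full effect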
Target sequence (Q9BTU6 whole entry, looked up): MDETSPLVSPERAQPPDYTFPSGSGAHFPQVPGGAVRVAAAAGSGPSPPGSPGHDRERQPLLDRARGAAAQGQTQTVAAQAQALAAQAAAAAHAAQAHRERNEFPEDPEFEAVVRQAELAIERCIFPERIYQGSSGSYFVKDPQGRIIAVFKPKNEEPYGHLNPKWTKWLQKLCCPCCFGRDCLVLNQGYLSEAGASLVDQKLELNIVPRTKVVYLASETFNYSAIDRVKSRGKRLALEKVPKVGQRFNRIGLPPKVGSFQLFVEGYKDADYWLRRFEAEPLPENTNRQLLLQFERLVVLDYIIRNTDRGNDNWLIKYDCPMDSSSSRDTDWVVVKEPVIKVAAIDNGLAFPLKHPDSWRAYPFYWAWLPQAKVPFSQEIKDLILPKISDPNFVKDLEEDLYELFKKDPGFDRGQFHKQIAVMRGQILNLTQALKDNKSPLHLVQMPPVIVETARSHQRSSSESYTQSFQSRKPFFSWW
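ADP-Glo luminescence measured ADP generated by PI4K2A enzyme (4 ug/mL before mixing) with 1.2 mM PI substrate (pre-mix) and 300 microM ATP (pre-mix). Tris pH7.5 buffer with MgCl2, Triton X-100; 1 h reaction at ambient temperature.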
Pin1 inh: inhibitors of human Pin1. Potency, µM (top dose mostly 115 µM), for the others: top-dose activity, negative = inhibition, most hits filed as inhibitors. 390,000 tested, 0.009% active. Pin1 FP peptide displacement, HiFluor488, 10 min. Q13526. AID 504891; active means well fitted inhibition curve with a large enough effect in the polarisation, with a control signal flat, not every such curve was filed as active; inconclusive means small, poorly fitted or top-dose-only effect, or effect the other way, or a change in a side signal; inactive means no such curve, though single readings can be large or run the other way; the % refers to the polarisation; further: potency means the concentration at half of the fitted maximal effect; on the % scale 0 is the no-effect control and ±100 the full control effect
Target sequence (Q13526 whole entry, looked up): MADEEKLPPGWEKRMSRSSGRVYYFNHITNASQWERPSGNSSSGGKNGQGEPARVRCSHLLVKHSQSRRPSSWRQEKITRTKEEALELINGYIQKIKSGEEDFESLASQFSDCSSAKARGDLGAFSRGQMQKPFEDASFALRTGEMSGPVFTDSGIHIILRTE
ERG-DNA inh: blocks human ERG Ets domain binding to DNA; P11308; fluorescence polarization, His-ERG Ets domain / labelled DNA; Potency, µM (doses to about 76.9 µM), inactives show at the highest dose FP activity, negative = inhibition, usual class: inhibitors; 370,000 tested, 0.028% active; AID 624246; active means well fitted inhibition curve with a large enough effect in the polarisation, with a control signal flat; inconclusive means small, poorly fitted or top-dose-only effect, or effect the other way, or a change in a side signal; inactive means no such curve, though single readings can be large or run the other way; the % refers to the polarisation;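 further: polarization taken with two DNA probes labelled with fluorescein and Texas red; potency means the concentration at half of the fitted maximal effect; % of control where 0% means no effect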
Target sequence (P11308 whole entry, looked up, the tested form may be a part): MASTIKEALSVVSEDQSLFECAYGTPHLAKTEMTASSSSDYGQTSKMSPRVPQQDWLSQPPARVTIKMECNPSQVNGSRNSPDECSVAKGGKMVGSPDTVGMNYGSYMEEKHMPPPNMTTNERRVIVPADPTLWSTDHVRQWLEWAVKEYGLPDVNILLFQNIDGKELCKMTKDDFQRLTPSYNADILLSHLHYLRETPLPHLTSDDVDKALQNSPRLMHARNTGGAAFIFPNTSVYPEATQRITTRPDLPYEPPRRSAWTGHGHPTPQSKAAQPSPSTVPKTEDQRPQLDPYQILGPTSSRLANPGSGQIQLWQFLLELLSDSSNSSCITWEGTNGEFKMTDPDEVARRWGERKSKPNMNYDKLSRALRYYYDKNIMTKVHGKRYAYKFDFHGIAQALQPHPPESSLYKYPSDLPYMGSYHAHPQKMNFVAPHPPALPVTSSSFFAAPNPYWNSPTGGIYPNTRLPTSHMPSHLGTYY
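His-tagged ERG Ets domain (1 uM in the protein solution; 300mM KCl, 50mM Tris-HCl, 1mM EDTA, 1mM DTT, pH 7.5) received compound, then a probe mix of 5 nM fluorescein-DNA and 100nM Texas-615-DNA. Fluorescence polarization was read for both dyes.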
BAZ2B block: blocks human BAZ2B. Q9UIF8. AID 504333. Potency, µM (series often up to 114 µM), inactives show top-dose activity change, negative = inhibition, most hits filed as inhibitors. AlphaScreen BAZ2B-H3K14Ac peptide displacement. 360,000 tested, 4.4% active; further: potency means the concentration at half of the fitted maximal effect; on the % scale 0 is the no-effect control and ±100 the full control effect; nearly all actives have a fitted effect of over 60% in size
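AlphaScreen displacement: compounds (up to 110uM) incubated 30 min at room temperature with a preformed 50 nM BAZ2B/50 nM biotinylated H3K14Ac peptide complex in PBS pH 7.4 with Tween-20. Donor and acceptor beads at 10 ug/mL final added, 20 min light-protected before reading.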
Starred values were filed as active, the others as inactive; [ ] = dose if it differs, or a comment. Unless noted, the call rests on the fitted dose curve; in most records, active means well fitted curve in the direction sought with a large enough effect; inconclusive means small, poorly fitted or top-dose-only effect, or another doubt; inactive means no such curve, though single readings can be large; an effect the other way counts as inactive or inconclusive. Not a hit list; any-hit rate near 11%.

`CN(C)S(=O)(=O)c1cccc(NC(=S)Nc2cc(Cl)cc(Cl)c2)c1` gave HP1b chromo inh -11%, PGK inhibitor -1%, G9a block inconclusive, JMJD2A Tudor inh -17%, GLS inhibitor -7%, PI4K2A block -4, Pin1 inh -4%, ERG-DNA inh -4% and BAZ2B block 1%.
CN(CC(=O)O)S(=O)(=O)c1ccc2c(c1)n(C)c(=O)c(=O)n2C was read as HP1b chromo inh 23%, PGK inhibitor -3%, G9a block inconclusive, JMJD2A Tudor inh -3%, GLS inhibitor 5%, PI4K2A block -5, Pin1 inh -2%, ERG-DNA inh 1% and BAZ2B block -23%.
CCN(CC)CCC(C)OC(=O)c1ccc(O)cc1O (stereo unspecified) was read as HP1b chromo inh 3%, PGK inhibitor 4%, G9a block 14%, JMJD2A Tudor inh -4%, GLS inhibitor 11%, PI4K2A block -14, Pin1 inh 4%, ERG-DNA inh -3% and BAZ2B block -22%.
`Cc1ccc(S(=O)(=O)NC(=O)NCc2ccc(F)cc2)cc1` gave HP1b chromo inh 34%, PGK inhibitor -2%, G9a block 0%, JMJD2A Tudor inh 3%[11.4 µM], GLS inhibitor 11%, PI4K2A block 0, Pin1 inh 3%, ERG-DNA inh 9% and BAZ2B block -28%.
`COc1ccccc1-n1c(=O)c2c3c(sc2n2c(SC(C)C)nnc12)CCC3` gave HP1b chromo inh 21%, PGK inhibitor -5%, G9a block 4%[12.7 µM], JMJD2A Tudor inh -17%, GLS inhibitor -1%, PI4K2A block 2, Pin1 inh -4%, ERG-DNA inh -13% and BAZ2B block 0%.
`COc1cc(NS(=O)(=O)c2ccc(NC(=O)CN3C(=O)c4ccccc4C3=O)cc2)nc(OC)n1` gave HP1b chromo inh -7%, PGK inhibitor -1%, G9a block 10%, JMJD2A Tudor inh -21%, GLS inhibitor 16%, PI4K2A block 2, Pin1 inh 0%, ERG-DNA inh -10% and BAZ2B block 2%.
For COc1ccc(/C=N/N=C2/NC(=O)C(CC(=O)O)S2)cc1OCc1ccccc1Cl (stereo unspecified) the results were HP1b chromo inh -13%, PGK inhibitor inconclusive, G9a block -13%, JMJD2A Tudor inh inconclusive, GLS inhibitor 17%, PI4K2A block 1, Pin1 inh 5%, ERG-DNA inh -5% and BAZ2B block 50µM*.
Screening OC(COc1ccc(OCc2ccccc2)cc1)CN1CCCCC1 (stereo unspecified) returned HP1b chromo inh 6%, G9a block -2%[12.7 µM], JMJD2A Tudor inh -17%, GLS inhibitor 1%, PI4K2A block 1, Pin1 inh 2% and BAZ2B block 2%.
`Cc1ccc(O)c(-c2cc(-c3cccc(F)c3)n[nH]2)c1` gave HP1b chromo inh 26%, PGK inhibitor -3%, G9a block 40%[59 µM], JMJD2A Tudor inh -18%, GLS inhibitor -1%, PI4K2A block -4, Pin1 inh 4%, ERG-DNA inh -2% and BAZ2B block 5%.
CCOc1ccc(Nc2cc(C)nc(N3CCOCC3)n2)cc1 was read as HP1b chromo inh 22%, PGK inhibitor -2%, G9a block -31%, JMJD2A Tudor inh 3%, GLS inhibitor 0%, PI4K2A block 5, Pin1 inh -2%, ERG-DNA inh -6% and BAZ2B block -10%.
`COc1cccc(CNc2cc(C)ccn2)c1O` gave HP1b chromo inh 23%, PGK inhibitor -9%, G9a block 1%, JMJD2A Tudor inh -9%, GLS inhibitor 11%, PI4K2A block -8, Pin1 inh 3%, ERG-DNA inh 1% and BAZ2B block -24%.
Screening O=C1CC(c2ccccc2)n2nc(NS(=O)(=O)c3ccccc3)nc2N1 (stereo unspecified) returned HP1b chromo inh 38%[activator], PGK inhibitor 0%, G9a block inconclusive, JMJD2A Tudor inh -8%[11.4 µM], GLS inhibitor -2%, PI4K2A block 2, Pin1 inh 1%, ERG-DNA inh 12% and BAZ2B block inconclusive.
CCC(O)CNc1nc(-n2nc(C)cc2C)nc2sc3c(c12)CC(C)(C)OC3 (stereo unspecified) was read as HP1b chromo inh 24%, PGK inhibitor -2%, JMJD2A Tudor inh -15%, GLS inhibitor 1%, PI4K2A block -4, Pin1 inh -5%, ERG-DNA inh 1% and BAZ2B block 0%.
`O=C(CSc1nc2ccccc2[nH]1)NCc1ccccc1` gave HP1b chromo inh 18%, PGK inhibitor -11%, G9a block 17%, JMJD2A Tudor inh -13%, GLS inhibitor -1%, PI4K2A block 2, Pin1 inh -7%, ERG-DNA inh 4% and BAZ2B block 4%.
For O=C1CC(c2ccccc2)CCc2sccc2N1 (stereo unspecified) the results were HP1b chromo inh 10%, G9a block 14%, JMJD2A Tudor inh -11%, GLS inhibitor -2%, PI4K2A block 8, Pin1 inh inconclusive, ERG-DNA inh -1% and BAZ2B block 3%.

Next section (two carried over from the part before).
`O=C(CSc1nc2ccccc2[nH]1)NCc1ccccc1` gave HP1b chromo inh 18%, PGK inhibitor -11%, G9a block 17%, JMJD2A Tudor inh -13%, GLS inhibitor -1%, PI4K2A block 2, Pin1 inh -7%, ERG-DNA inh 4% and BAZ2B block 4%.
For O=C1CC(c2ccccc2)CCc2sccc2N1 (stereo unspecified) the results were HP1b chromo inh 10%, G9a block 14%, JMJD2A Tudor inh -11%, GLS inhibitor -2%, PI4K2A block 8, Pin1 inh inconclusive, ERG-DNA inh -1% and BAZ2B block 3%.
`COc1ccccc1CCc1nnc(CCC(=O)NCC[C@@H]2C[C@@H]3C=C[C@H]2C3)o1` gave HP1b chromo inh 27%, PGK inhibitor -6%, G9a block 17%, JMJD2A Tudor inh -13%, GLS inhibitor 1%, PI4K2A block -3, Pin1 inh -5%, ERG-DNA inh 2% and BAZ2B block 26%.
Screening O=c1c2ccccc2nc2n1C(CSCc1ccccc1)CS2 (stereo unspecified) returned HP1b chromo inh 25%, PGK inhibitor -7%, G9a block 2%[59 µM], JMJD2A Tudor inh 1%, GLS inhibitor 1%, PI4K2A block 0, Pin1 inh -8%, ERG-DNA inh -13% and BAZ2B block -4%.
`CC(C)(C)C(=O)Nc1nnc(SCc2cccc(F)c2)s1` gave HP1b chromo inh 73%[activator], PGK inhibitor 4%, G9a block 15%, JMJD2A Tudor inh 4%, GLS inhibitor 0%, PI4K2A block 0, Pin1 inh inconclusive, ERG-DNA inh 2% and BAZ2B block 5%.
`O=S(=O)(c1ccccc1)c1nnn2c1nc(NC1CCN(Cc3ccccc3)CC1)c1cc(Cl)ccc12` gave HP1b chromo inh 25%, PGK inhibitor -4%, G9a block 3%[59 µM], JMJD2A Tudor inh -7%, GLS inhibitor -5%, PI4K2A block -3, Pin1 inh 34%[activator], ERG-DNA inh -2% and BAZ2B block -20%.
`COc1ccc(CCC(=O)N2CCN(S(=O)(=O)c3cccc(C(F)(F)F)c3)CC2)cc1OC` gave HP1b chromo inh 30%, PGK inhibitor 7%, G9a block 15%[2.33 µM], JMJD2A Tudor inh -16%, GLS inhibitor 4%, PI4K2A block -2, Pin1 inh 4%, ERG-DNA inh -7% and BAZ2B block 0%.
Screening CCCCc1nc2n[nH]c(N)c2c2c1CSC(C)(C)C2 returned HP1b chromo inh 28%, PGK inhibitor -4%, G9a block 4%[59 µM], JMJD2A Tudor inh -2%, GLS inhibitor 9%, PI4K2A block 3, Pin1 inh 0%, ERG-DNA inh -8% and BAZ2B block 2%.
Screening O=C(NCCSc1ccccc1)c1cncc(Br)c1 returned HP1b chromo inh 15%, PGK inhibitor -4%, G9a block 4%, JMJD2A Tudor inh 7%, GLS inhibitor 15%, PI4K2A block -4, Pin1 inh -4%, ERG-DNA inh -8% and BAZ2B block inconclusive.
`O=C1NCCCCC1NS(=O)(=O)c1ccc(Cl)cc1` (stereo unspecified) gave HP1b chromo inh 53%[activator], PGK inhibitor inactive, G9a block 1%, JMJD2A Tudor inh -8%, GLS inhibitor -8%, PI4K2A block 3, Pin1 inh -8%, ERG-DNA inh 1% and BAZ2B block -1%.
Screening CCOc1ccc2nc(N3CCN(C(=O)c4ccc(S(=O)(=O)CC)cc4)CC3)sc2c1 returned HP1b chromo inh -4%, PGK inhibitor -5%, G9a block -8%[59 µM], JMJD2A Tudor inh -18%, GLS inhibitor -9%, PI4K2A block -5, Pin1 inh 0%, ERG-DNA inh -1% and BAZ2B block -1%.
For O=C(Nc1ccc(F)cc1F)c1noc2c1CCc1ccccc1-2 the results were HP1b chromo inh 52%[activator], PGK inhibitor -4%, G9a block -2%[59 µM], JMJD2A Tudor inh 4%, GLS inhibitor inconclusive, PI4K2A block -7, Pin1 inh -5%, ERG-DNA inh -1% and BAZ2B block 4%.
COC(=O)Cc1ccc(OCC(=O)NC2CCCC2)cc1 was read as HP1b chromo inh 28%, PGK inhibitor 6%, G9a block -25%, JMJD2A Tudor inh 1%, GLS inhibitor 5%, PI4K2A block -3, Pin1 inh 2%, ERG-DNA inh -5% and BAZ2B block -2%.
`COc1cccc(CC(=O)N2CCC(n3nccc3NC(=O)C3CCOC3)CC2)c1` (stereo unspecified) gave HP1b chromo inh 36%, PGK inhibitor inactive, G9a block 19%, JMJD2A Tudor inh -12%, GLS inhibitor 0%, PI4K2A block 1, Pin1 inh -2%, ERG-DNA inh 1% and BAZ2B block 1%.
For CC(=O)N1CCN(C(=S)c2ccc(Cl)cc2)CC1 the results were HP1b chromo inh inconclusive, PGK inhibitor -10%, G9a block 25µM*, JMJD2A Tudor inh -7%, GLS inhibitor 2%, PI4K2A block -1, Pin1 inh -5%, ERG-DNA inh -2% and BAZ2B block 41%[activator].
